# Screening results as filed in PubChem BioAssay.
# zVAD death inh = blocks zVAD induced death of L929 cells; L929 zVAD necroptosis rescue, ATP luminescence, 24 h; with zVAD 60 µM; AID 1377; hit rate 0.38% among 220,000; viability rescue, % at 10 µM;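 active = activation, scaled between plate controls, above about 75%, limit read from the data; inactive = activation under that limit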;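 note: 0% = zVAD with DMSO and 100% = DMSO alone without zVAD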
# 14-3-3 Bad inh = disrupts binding of bovine 14-3-3 zeta to phospho-Bad peptide; inhibition, % at 21.7 µM; hit rate 0.71% among 220,000; TR-FRET 14-3-3zeta/Dy647-pBad peptide displacement, 1 h; AID 781; P63103;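 active = inhibition above about 70%, limit read from the data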;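 note: 0% = full 14-3-3 plus peptide FRET controls and 100% = background without 14-3-3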
# Target sequence (P63103 whole entry, looked up): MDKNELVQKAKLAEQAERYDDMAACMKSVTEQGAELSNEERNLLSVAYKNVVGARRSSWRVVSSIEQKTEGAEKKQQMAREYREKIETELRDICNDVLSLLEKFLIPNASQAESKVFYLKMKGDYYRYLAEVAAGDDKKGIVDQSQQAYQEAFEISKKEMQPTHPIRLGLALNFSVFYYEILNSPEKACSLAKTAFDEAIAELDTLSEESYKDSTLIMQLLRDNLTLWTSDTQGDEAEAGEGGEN
# EBV gp42 block = inhibitors of Epstein-Barr virus glycoprotein 42; AID 1085; Fluorescence polarization binding assay, mP read-out; hit rate 0.42% among 220,000; inhibition, % (tested at 21.74 µM); Q1HVG2; in the data active = inhibition above about 50%
# Target sequence (Q1HVG2 whole entry, looked up): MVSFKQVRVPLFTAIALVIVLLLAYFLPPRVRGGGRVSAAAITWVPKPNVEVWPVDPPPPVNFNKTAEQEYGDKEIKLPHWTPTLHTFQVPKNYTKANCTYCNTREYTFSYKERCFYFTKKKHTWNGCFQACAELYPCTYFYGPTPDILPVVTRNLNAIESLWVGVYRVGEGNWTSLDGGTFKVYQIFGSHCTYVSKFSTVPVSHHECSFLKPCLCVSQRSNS
# p47phox inh = blocks human p47phox regulatory protein of NADPH oxidases; AID 1274; p47phox/p22phox peptide binding, fluorescence polarization, 2 h; hit rate 0.53% among 220,000; inhibition, % at 24.7 µM; P14598;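 active = inhibition above about 30%, limit read from the data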;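 note: 0% = p47phox with labelled peptide and 100% = labelled peptide alone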
# Mdm2 ligase inh = inhibitors of human Mdm2 E3 ubiquitin ligase | signal enhancement, % at 5 µM | AID 1230 | Q00987 | cell-based MDM2 ubiquitination luciferase reporter, 2 h; 0 = plate control, 100 = twice control, blank-subtracted | hit rate 0.11% among 210,000;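 active = signal enhancement of 30% or more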;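 note: luminescence tracks abundance of the self-degrading MDM2-luciferase fusion protein; higher signal means inhibition of MDM2 E3 ligase activity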
# Target sequence (Q00987 whole entry, looked up, the tested form may be a part): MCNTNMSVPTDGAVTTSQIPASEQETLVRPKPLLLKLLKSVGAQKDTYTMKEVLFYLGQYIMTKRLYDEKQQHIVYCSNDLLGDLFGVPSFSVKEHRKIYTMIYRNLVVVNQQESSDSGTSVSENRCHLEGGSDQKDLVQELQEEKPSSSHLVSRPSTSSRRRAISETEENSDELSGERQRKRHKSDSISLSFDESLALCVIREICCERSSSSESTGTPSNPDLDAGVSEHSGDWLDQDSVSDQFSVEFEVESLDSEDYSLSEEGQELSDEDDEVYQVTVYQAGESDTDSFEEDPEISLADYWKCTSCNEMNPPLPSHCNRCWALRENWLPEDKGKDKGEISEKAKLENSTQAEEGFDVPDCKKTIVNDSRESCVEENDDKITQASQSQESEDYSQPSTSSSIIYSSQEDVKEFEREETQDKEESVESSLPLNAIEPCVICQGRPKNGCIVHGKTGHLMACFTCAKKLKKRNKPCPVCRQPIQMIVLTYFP
#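 test system = mammalian cells stably expressing self-ubiquitinating, self-degrading MDM2 E3–luciferase fusion | quantity = 2000 cells/well | incubation = cell settling 4 h, compound treatment 2 h, both 37 °C | signal = luminescence with SteadyLite reagent, 15 min at room temperature | evaluation = % enhancement relative to plate controls after blank subtraction | benchmarks = plate controls and plate blanks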
# Runt-SMMHC FRET = blocks binding of human RUNX1 Runt domain to CBFb-SMMHC; inhibition, % at 20 µM; Q01196+Q13951; Cerulean-Runt/Venus-CBFb-SMMHC FRET ratio 530/480, 1 h; hit rate 0.74% among 220,000;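 active = mean inhibition across duplicate retests at 20 µM reaching about 50%, limit read from the data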;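 note: 0% = DMSO wells and 100% = wells with excess untagged CBFb-SMMHC; inhibitors lower the FRET ratio by blocking Runt binding to CBFb-SMMHC; some results filed as inactive read as strong as hits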
# Runt-CBFb FRET = Runt domain-CBFb interaction inhibition. Q01196+Q13951. Cerulean-Runt/Venus-CBFb FRET ratio 530/480, 1 h. inhibition, % at 20 µM. hit rate 0.46% among 220,000. AID 1496;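 active = inhibition over about 50% at 20 µM in the single-dose screen, limit read from the data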;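 note: 0% = DMSO wells and 100% = excess unlabeled CBFb competitor control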
#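 test system = Cerulean-Runt domain fusion protein, energy donor | probe or stimulus = Venus-CBFb binding partner, 100 nM | incubation = two 1 h room-temperature incubations shielded from light | detection = fluorescence energy transfer, 422 nm excitation, 530/480 nm emission | measure = loss of energy transfer signal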
# Hck-Nef inh = inhibitors of human Hck kinase activated by Nef; P08631; Recombinant Hck-YEEI plus Nef, Z-Lyte FRET kinase assay; inhibition, % at 20 µM; hit rate 0.68% among 220,000;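 active = Hck-Nef kinase inhibition above about 50%, limit read from the data; inactive = inhibition below that limit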;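 note: 0% = DMSO with Hck plus Nef and 100% = Hck alone without Nef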
# Tb hexokinase = blocks Trypanosoma brucei hexokinase 1 activity. recombinant TbHK1, G6PDH-coupled NADH A340. inhibition, % at 10 µM. hit rate 0.11% among 220,000. AID 1430;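 active = inhibition of 50% or more in the single-dose primary screen; inactive = inhibition below 50%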
# * = called active by the depositor; / = not tested or not shown; & = joins results of further samples; [ ] = remark or other dose.
SMILES,zVAD death inh,14-3-3 Bad inh,EBV gp42 block,p47phox inh,Mdm2 ligase inh,Runt-SMMHC FRET,Runt-CBFb FRET,Hck-Nef inh,Tb hexokinase
CCOC(=O)C(=CNc1cc(C(F)(F)F)ccc1N1CCOCC1)C(=O)OCC,0.5,-4,-5,-4,-8,1,-1,-3,-14
CC(=O)N1N=C(c2ccc(Cl)cc2)OC12CCCC2,-0.3,4,-8,-3,-2,0,0,-2,-7
Cn1c(SCc2nc3ccccc3[nH]2)nnc1-c1cnccn1,3.5,15[fluorescence artefact?],-16,-24,-8,4,1,-2,0
O=[N+]([O-])c1ccc(OCCN2CCCCCC2)cc1,-0.1,25[fluorescence artefact?],-1,-8,-12,0,1,2,-12
Cc1ccc(-c2cc(C(F)F)n3ncc(C(=O)N4CCc5ccccc5C4)c3n2)cc1,0.0,-14,11,-7,-7,3,-4,30,-7
Cc1cccc(-n2cc3c(=O)n(C)c(=O)n(C)c3c2)c1,-0.1,-1,6,2,0,-4,1,19,4
Clc1cccc(Cl)c1-c1nnc2ccc(N3CCOCC3)nn12,-0.8,-18,-12,-4,13,1,2,6,-8
Cc1ccc2c(c1)c1c(n2CC(O)Cn2c(C)nc3ccccc32)CCCC1 (stereo not given),1.1,4,-1,-25,-11,-12,-2,2,-20
Cc1cc(C)n2nc(NCc3ccccc3)nc2n1,0.3,10,5,4,-12,0,0,1,-5
C/C(=N\NC(=O)c1csc(C)c1C)c1ccco1,-0.4,4,-11,-11,-35,-2,-3,3,-6
Cc1ccccc1CSCC(=O)N1CCN(c2ccccc2)CC1,1.3,3,-11,0,-6,4,-4,1,-2
COCc1cc(C)nc(OCC(=O)N/N=C/c2ccccc2O)c1C#N,49,-20,1,2,-11,1,3,18,-26
Cc1cc(Cl)ccc1OCC(=O)N1CCCN(C(=O)COc2ccc(Cl)cc2C)CC1,0.1,-4[fluorescence artefact?],-6,-9,-9,-3,-4,5,-2
COC(=O)c1ccccc1NC(=S)N1CCN(C2CCCCC2)CC1,1.6,-9,4,-2,1,-2,-2,16,-4
CCC(C)(C)NC(=O)C(c1ccc(OC)cc1)N(CC1CCCO1)C(=O)CCC(=O)Nc1cc(C)on1 (stereo not given),-0.2,4,-11,-8,-2,6,-2,7,-1
Cc1ccccc1Nc1nc(N)nc(CSc2nnnn2C)n1,0.8,-6,-14,2,-5,12,2,23,0
CCOc1ccc(NC(=O)N2CCN(CC)CC2)cc1,0.1,-7,-18,-7,-10,2,2,6,0
Cc1cc(Cl)ccc1OCC(O)CN1C(C)CCCC1C (stereo not given),-0.7,5,-21,-3,-9,-3,1,-3,2
CCc1ccc2oc(C(=O)Nc3ccc(S(N)(=O)=O)cc3)c(C)c2c1,0.7,5,-6,7,9,-3,2,-7,-6
COc1cccc(N2CCN(S(=O)(=O)c3cccc4cccnc34)CC2)c1,0.8,-25,-3,-10,0,0,2,-28,-1
COc1cc(/C=N/Nc2nc(Nc3ccccc3)nc(-n3nc(C)cc3C)n2)cc(OC)c1OC,1.7,-26[fluorescence artefact?],3,-8,9,-4,1,9,-16
COc1ccc(C2Nc3ccccc3C(=O)N2Cc2ccco2)cc1CN1C(=O)c2ccccc2C1=O (stereo not given),1.8&-0.4,-7&-18,-14&-11,-23&-12,-9&-2,-2&-9,1&1,12&2,-9&-9
Cc1cc(C)n(C(=O)CCCn2nc(C)c([N+](=O)[O-])c2C)n1,4.5,-16,-16,0,16,1,0,22,-6
COc1ccc(C(CCN2CCN(c3ccccc3)CC2)c2c(O)cc(OC)cc2OC)cc1 (stereo not given),0.1,-5,-16,2,20,1,3,27,0
CCCCCCc1cc2cc(-c3nnc(-c4cc(OC)c(OC)c(OC)c4)o3)c(=O)oc2cc1O,-0.2,-7,-88,-62,1,75*,123*,-7,-25

# Further entries follow:
SMILES,zVAD death inh,14-3-3 Bad inh,EBV gp42 block,p47phox inh,Mdm2 ligase inh,Runt-SMMHC FRET,Runt-CBFb FRET,Hck-Nef inh,Tb hexokinase
CC(Nc1nc2ncn(Cc3ccccc3)c2c(=O)[nH]1)C(=O)O (stereo not given),1.1,4,0,-3,-25,-6,-1,0,-1
CCOC(=O)CSc1nc2c(c(=O)n(C)c(=O)n2C)n1Cc1ccccc1F,0.6,1,2,-5,-3,-3,1,22,2
COCCNC(=O)C(c1ccco1)N(Cc1ccc(OC)cc1)C(=O)Cn1nnc2ccccc21 (stereo not given),2.2,-3,-16,-5,-63,-2,-1,0,-4
O=[N+]([O-])c1ccc(C(O)C23CN4CN(CN(C4)C2)C3)cc1 (stereo not given),0.2,-13,-4,-4,-10,-2,-1,19,3
O=C(COc1ccc(Br)cc1)Nc1ccc([N+](=O)[O-])cn1,0.3,12[fluorescence artefact?],-13,-15,-1,-2,0,3,-1
COC(=O)c1ccc(NC(=S)NC2CC2)cc1,-0.1,-3,-8,8,-39,0,2,7,-6
COc1ccc(OC(=O)Nc2ccc([N+](=O)[O-])cc2OC)cc1,0.1,1,-13,0,-10,-2,14,17,-6
COC(=O)c1sc(N)c(C(=O)OC)c1COC(=O)CNS(=O)(=O)c1cccc(C#N)c1,-0.6,1,-7,-24,-6,6,-2,1,-20
Cc1cc(N(CCO)CCO)ccc1C(c1ccc(N(CCO)CCO)cc1C)c1ccccc1Cl,0.2,3,4,-22,-11,21,14,3,-13
O=C(Nc1cccc(C(=O)O)c1)/C(=C\c1ccccc1)NC(=O)c1ccccc1Cl,-0.1,-7,-8,-5,1,0,-2,-1,-8
COc1ccc(-n2c(=S)[nH]c3cc(C(=O)NCCCN4CCCC4=O)ccc3c2=O)c(OC)c1,0.1,4,-2,-8,-6,1,1,1,-15
CC(C)(C)c1ccc(C(=O)NCCn2c(N)c(C#N)c3nc4ccccc4nc32)cc1,/,9,-31,-24,-7,114*,73*,7,-6
Cc1ccc(C2C(C#N)=C(N)N(c3cccnc3)C3=C2C(=O)CCC3)c(C)c1 (stereo not given),0.6,-10,-12,-28,-7,-1,4,24,-2
Cc1ccc(NC(=O)CN2C(=O)N/C(=C/c3cc(C)n(-c4cccc(C(=O)O)c4)c3C)C2=O)cc1,1.9,35,15,-36,-2,-2,1,34,-7
Cc1ccc(N2CCN(C(=O)CCc3nc4ccccc4[nH]3)CC2)c(C)c1,-0.2,-3,-3,-11,-19,1,2,7,3
Cn1c(NC2CCCCC2)c(N=O)c(=O)n(C)c1=O,1.2,-4,-4,-2,-15,-2,-1,-18,1
O=Cc1c(N2CCN(c3ccccc3)CC2)nc2ccccn2c1=O,-0.1,-4,1,-5,-10,-1,-1,10,-13
FCCCOc1ccc(/C=N/OCc2c(Cl)cccc2Cl)cc1,0.0,11,-14,1,-5,-2,0,-1,-11
COC(=O)c1c(NC(=O)c2ccco2)sc2c1CCC2,0.2,3,13,-19,-10,0,2,3,-13
O=C(COc1ccccc1)NC(=S)Nc1ccc2c(c1)Cc1ccccc1-2,-0.4,-9,9,-4,-18,3,5,1,-14
Cn1cnnc1SCc1ccccc1Br,1.0,-14,-20,-9,-13,-2,0,1,-1
CCCCc1cc2c(cc1NC(=O)CN1CCCCC1)OCCO2,0.7,-6,-7,-4,-9,-1,-2,11,-1
Cc1ccc(NC(=O)C2C(=O)N(C)c3ccccc32)cc1 (stereo not given),-0.7,18,4,2,-8,5,-1,4,-5
Cc1c(Cl)cccc1NC(=S)NCC1COc2ccccc2O1 (stereo not given),0.4,-6,0,-8,-3,5,0,13,6
Cc1ccc(S(=O)(=O)N2CCC(=O)N(C(COCc3cccc(Cl)c3)Cc3ccccc3)CC2)cc1 (stereo not given),0.8,-10[fluorescence artefact?],-7,-9,/,-3,-2,-3,1

# The listing continues.
SMILES,zVAD death inh,14-3-3 Bad inh,EBV gp42 block,p47phox inh,Mdm2 ligase inh,Runt-SMMHC FRET,Runt-CBFb FRET,Hck-Nef inh,Tb hexokinase
Cc1cc[n+](-c2[nH]c(=O)sc2/C=N/N=C(\[O-])CCn2c3ccccc3c3ccccc32)cc1,0.5,0,34,-12,-6,-4,-3,8,-44
Cc1ccc(CSc2n[nH]c(N)n2)cc1,10,-7,-24,1,-3,/,/,19,1
O=C(NC1CCCCC1)C(c1cccnc1)N(C(=O)CCl)c1cccc(Cl)c1 (stereo not given),/,3,3,3,-1,-3,0,5,0
COc1cccc(C2c3c(oc4ccccc4c3=O)C(=O)N2c2ccccn2)c1 (stereo not given),-0.4,3,-11,-6,-18,0,-1,2,0
CCOC(=O)CSc1nc(C)c(Oc2ccc(Cl)cc2Cl)c(=O)[nH]1,0.5,-2,-12,-18,-2,1,-2,19,-3
COc1ccc(NC(=O)c2cccc(OC(=S)N3CCOCC3)c2)cc1,-0.1,7,-4,0,-8,3,1,21,-8
Cc1ccc(S(=O)(=O)N(C)c2ccc(OCC(=O)NCc3ccco3)cc2)cc1,0.5,-6,-3,-9,-15,6,-1,-1,3
CCOc1cccc(-c2nnc3sc(COc4ccccc4)nn23)c1,-0.7,11,-12,-11,-6,-6,-12,-5,0
COc1ccc(-c2nn(CC(=O)NCCc3ccccc3)c(=S)n2C)cc1,/,-1,-12,-6,4,5,0,8,-1
CCCCOc1ccc(C(=O)Nc2cc(C)c(OCC(=O)N3CCOCC3)c(C)c2)cc1,0.1,-1,-17,-19,-4,6,-1,6,-16
O=C(Nc1ccc2c(c1)OCCO2)C1CCN(C(=O)c2ccccc2)CC1,0.3,-3,-8,-9,-7,0,-1,1,6
COC(=O)C(Cc1ccccc1)NC(=O)c1cc(=O)[nH]c2ccccc12 (stereo not given),1.5,-8,-9,-6,-6,0,0,16,-11
NC(=O)CSc1nnc(Cn2c(=O)sc3ccccc32)n1-c1cccc(Cl)c1,-0.3,2,-10,3,-2,2,1,3,2
CC(C)Oc1snc(Cl)c1C(N)=O,0.0,31,-5,-7,-19,-2,2,2,-7
O=c1c2cnn(-c3ccccc3)c2ncn1Cc1ccccc1F,0.5,1,-5,-8,-17,0,2,20,-6
CCCNC(=O)NC(=O)COc1ccc(-c2ccc(C#N)cc2)cc1,0.9,-2,-21,5,-6,2,2,24,-5
CCCCNC(=O)C(Cc1ccccc1)NS(=O)(=O)c1ccc2c(c1)c(=O)n(C)c(=O)n2C (stereo not given),0.8,6,-8,-5,-15,-3,0,0,-4
C=CCn1c(Cc2c[nH]c3ccccc23)n[nH]c1=S,0.0,-3,-24,-19,-16,12,9,4,2
CCN(CC)C(=O)c1cn(CCC#N)nc1-c1ccc(F)cc1,2.4,3,-5,-3,-3,1,0,1,1
COC(=O)[C@H](CC(C)C)NC(=O)NC1CCCc2ccccc21 (stereo not given in full),1.8,-1,0,-6,5,-2,0,0,-6

# 3 records picked at random from those above:
SMILES,zVAD death inh,14-3-3 Bad inh,EBV gp42 block,p47phox inh,Mdm2 ligase inh,Runt-SMMHC FRET,Runt-CBFb FRET,Hck-Nef inh,Tb hexokinase
COc1cccc(C2c3c(oc4ccccc4c3=O)C(=O)N2c2ccccn2)c1 (stereo not given),-0.4,3,-11,-6,-18,0,-1,2,0
COC(=O)C(Cc1ccccc1)NC(=O)c1cc(=O)[nH]c2ccccc12 (stereo not given),1.5,-8,-9,-6,-6,0,0,16,-11
CCCCOc1ccc(C(=O)Nc2cc(C)c(OCC(=O)N3CCOCC3)c(C)c2)cc1,0.1,-1,-17,-19,-4,6,-1,6,-16
